# High-throughput results as filed in PubChem.
# GLP1R inv ag – GLP-1 receptor (human) inverse agonism. actives 1.6% (n = 410,000). Potency, µM (series often up to 38.3 µM), without a hit: at the highest dose activity change, negative = inhibition, usual class: inhibitors. P43220. HEK293 GLP-1R CRE-luciferase, luminescence, 24 h; GLP-1R form is constitutively active; note: potency is the fitted concentration of half-maximal effect; % is set by controls: 0 for no effect and ±100 for the full control effect; nearly all actives have a fitted effect of over 55% in size
#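 HEK293 cells stably co-expressing a cAMP-responsive luciferase reporter and constitutively active GLP-1R were seeded, incubated 12 h, then exposed to compounds for 24 h at 37 C. Luminescence was read 12 min after detection reagent; inverse agonists lower signal.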
# Abeta yeast res – restores growth of yeast expressing A-beta42 peptide; yeast expressing A-beta42, growth rescue, OD600, 48 h; response scale: 0% DMSO, 100% iron-clioquinol control; Potency, µM (titrated, usually from 46.1 µM), for the others: at the top dose growth rescue, usual class: activators; actives 0.063% (n = 410,000); note: potency is the fitted concentration of half-maximal effect; nearly all actives have a fitted effect of over 55% in size
#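 Growth rescue measured by 600 nm absorbance after 48 h yeast culture at 30 C with compound. Values normalized between DMSO and an equimolar ferric chloride plus clioquinol control.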
# PTHR1 ag – agonists of human PTHR1 parathyroid hormone receptor; Potency, µM (series often up to 115 µM), inactives show at the highest dose activation, usual class: activators; actives 0.075% (n = 410,000); HEK293 GP2 PTHR1 cells, GloSensor cAMP luminescence, 1 h; note: potency is the fitted concentration of half-maximal effect; nearly all actives have a fitted effect of over 55% in size; some results filed as inactive show a strong effect at the top dose; inactives centre near -15; many of its hits are not listed in these tables
# Target sequence (Q03431 whole entry, looked up): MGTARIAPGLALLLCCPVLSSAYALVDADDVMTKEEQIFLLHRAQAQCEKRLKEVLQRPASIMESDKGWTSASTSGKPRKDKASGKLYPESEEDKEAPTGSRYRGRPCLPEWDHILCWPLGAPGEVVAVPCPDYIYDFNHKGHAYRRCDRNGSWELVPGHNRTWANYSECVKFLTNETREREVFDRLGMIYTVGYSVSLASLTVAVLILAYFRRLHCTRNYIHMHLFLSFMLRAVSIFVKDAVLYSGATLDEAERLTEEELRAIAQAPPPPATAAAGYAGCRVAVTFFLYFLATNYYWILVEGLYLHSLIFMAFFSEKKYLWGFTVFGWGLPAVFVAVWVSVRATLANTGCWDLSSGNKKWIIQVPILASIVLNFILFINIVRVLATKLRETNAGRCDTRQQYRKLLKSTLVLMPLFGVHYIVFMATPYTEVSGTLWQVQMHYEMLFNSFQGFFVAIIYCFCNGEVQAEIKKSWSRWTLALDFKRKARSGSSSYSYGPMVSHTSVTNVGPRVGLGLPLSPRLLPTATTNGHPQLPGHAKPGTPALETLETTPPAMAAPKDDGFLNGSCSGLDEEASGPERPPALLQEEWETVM
#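 HEK-293-derived GP2 cells expressing PTHR1 and a GloSensor cAMP reporter, 3,000/well, plated overnight, given luciferin plus IBMX (each 0.5 mM as added) for 1 h at 37 °C, then compound for 1 h at 37 °C. Luminescence was read after 15 min at room temperature.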
# FUS suppressor – FUS proteinopathy suppression in yeast | S. cerevisiae FUS-expressing, growth rescue, OD600, 24 h | Potency, µM (doses to about 76.6 µM), for inactives: at the highest dose growth rescue (activation), most hits filed as activators | actives 0.24% (n = 390,000) | AID 1347120;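 note: potency is the fitted concentration of half-maximal effect; plate controls were DMSO vehicle for no effect and reference control for full effect; nearly all actives have a fitted effect of over 55% in size; some results filed as inactive show a strong effect at the top dose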
#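 Steps: raffinose overnight preculture; dilution to OD 0.005 in 2% galactose minimal medium; compound addition (concentration series); 24hr at 30C, 99% humidity; absorbance read at 600 nm.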
# pAkt inh – blocks phosphorylation of Akt. Neuro2A IGF-stimulated pAkt S473 HTRF, 20 min; active compounds read low. actives 0.32% (n = 360,000). AID 651550. activity change, % for hits at 50 µM; in the data active = activity change below about -80%; inconclusive = mostly about -51% to -80%; note: % is set by controls: 0 for no effect and ±100 for the full control effect
#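 Neuro2A cells (4,500/well, DMEM with 0.5% FBS) were treated with compound at a single 50 µM final concentration, stimulated with 6 nM IGF for 20 min at 37 °C, and lysed. Phospho-Akt Ser473 was read by HTRF as 665/615 ratio ×10^4.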
# MmCpn inh – M. maripaludis TRiC chaperonin inhibition; Potency, µM (top dose mostly 76.9 µM), for the others: at the top dose activity, negative = inhibition, hits mostly inhibitors; purified Mm-Cpn ATPase, ADP Transcreener TR-FRET; actives 0.031% (n = 330,000); AID 504842; note: potency is the fitted concentration of half-maximal effect; % is set by controls: 0 for no effect and ±100 for the full control effect; nearly all actives have a fitted effect of over 80% in size
#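 ATPase turnover read by TR-FRET ADP competition (Eu cryptate antibody/ADP-d2, 665/590 nm): 10uM ATP final, 25nM Mm-CPN final, 30 min 37degC after 10-min compound preincubation, pH 7.4 Tris/KCl/MgCl2/DTT buffer.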
# HEK293 tox – cytotoxicity counter-screen for GLP-1 receptor inverse agonists. AID 624418. Potency, µM (top dose mostly 38.3 µM), without a hit: at the highest dose activity change, negative = inhibition, usual class: inhibitors. actives 0.13% (n = 410,000). HEK293 cAMP-luciferase reporter cells, luminescence, 24 h;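 note: loss of luciferase light is scored as toxicity; potency is the fitted concentration of half-maximal effect; % is set by controls: 0 for no effect and ±100 for the full control effect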
#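 To flag toxic compounds, the library was rerun on cells for 24 hr at 37 deg C and 5% CO2. Viability-linked luminescence was captured 12 min after adding luciferase detection reagent.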
# aSyn rescue – rescues yeast growth from alpha-synuclein toxicity; Yeast expressing alpha-synuclein, growth rescue, BacTiter-Glo, 24 h; Potency, µM (doses to about 46.1 µM), inactives show top-dose growth rescue (activation), hits mostly activators; AID 652106; actives 0.14% (n = 370,000); note: potency is the fitted concentration of half-maximal effect; % of control where 0% means no effect; nearly all actives have a fitted effect of over 65% in size
#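 Rescue of yeast growth: cells expressing toxic alpha-synuclein, induced in galactose at OD600 0.02, incubated with compound 24 h at 30 C. ATP luminescence quantified growth; inhibitors of toxicity appear as activators.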
# TDP43 rescue – TDP-43 toxicity inhibition in yeast. TDP-43 expressing yeast growth rescue, BacTiter-Glo, 24 h. Potency, µM (top dose mostly 46.1 µM), for the others: top-dose growth rescue (activation), actives largely listed as activators. actives 1.8% (n = 410,000). AID 652104; note: potency is the fitted concentration of half-maximal effect; % of control where 0% means no effect; nearly all actives have a fitted effect of over 50% in size
#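 Galactose-induced TDP-43 yeast, OD600=0.02, compound pinned; 24 hr, 30 deg C; BacTiter-Glo luminescence for growth. Inhibitors of TDP-43 toxicity read as activators.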
# * marks the source's active call; other numbers are inactive results; i = inactive; ? = inconclusive; . = no result given; [ ] = dose if it differs, or a comment. Unless noted, calls come from the whole dose curve; as a rule, active = well fitted curve in the direction sought with a large enough effect; inconclusive = small, poorly fitted or top-dose-only effect, or another doubt; inactive = no such curve, though single readings can be large; an effect the other way counts as inactive or inconclusive.
SMILES,GLP1R inv ag,Abeta yeast res,PTHR1 ag,FUS suppressor,pAkt inh,MmCpn inh,HEK293 tox,aSyn rescue,TDP43 rescue
O=C(Nc1ccc(Br)cn1)c1cccc(S(=O)(=O)N2CCCC2)c1,?,-39%[inhibitor],-21%,9%,i,2%,4%,-40%[inhibitor],-11%
CCN(CC)CCNC(=O)Cn1c(-c2ccccn2)nc2ccccc21,4%,-5%,i,24%,i,-2%,2%,4%,-14%
O=C(Cn1nc(N2CCN(c3ccccc3)CC2)ccc1=O)NCc1cccc(Cl)c1,-2%,-13%,-51%[inhibitor],43%,.,.,-14%,.,0%
CCc1cccc(NC(=O)C2CCN(S(=O)(=O)c3ccc4[nH]c(=O)ccc4c3)CC2)c1,11%,-13%,i,1%,i,-3%,13%,-9%,-4%
Cc1cc(OCC(=O)OCC(=O)Nc2ccc(Cl)cn2)ccc1Cl,13%,-4%,i,-14%,i,2%,-3%,-12%,-1%
O=C(CSc1nnc(CNC(=O)c2ccccc2)o1)NCc1ccccc1,2%,-15%,-25%,.,i,-1%,-5%,5%,-21%
COCCNCCCCOc1ccccc1-c1ccccc1,-5%,0%,i,.,i,1%,?,-4%,1%
COc1ccc(C)cc1NC(=O)CNC(c1ccccc1)c1ccc(C)cc1 (configuration not stated),?,-6%,-9%,29%,i,2%,-19%,18%,18%
COc1ccc(N(C(=O)C(C)C)S(=O)(=O)c2ccc3ccccc3c2)cc1,?,14%,-30%,-2%,i,-1%,5%,-11%,4%
CCOc1cc(C(C(=O)NCC2CCCO2)N(C(=O)Cn2nnc3ccccc32)c2ccc(OC)c(OC)c2)ccc1O (configuration not stated),4%,-7%,-5%,-21%,i,1%,0%,-2%,-16%
COc1cccc2sc(NC(=O)c3ccc(S(=O)(=O)N4CCOCC4)cc3)nc12,10%,2%,5%[57.5 µM],38%,i,-1%,-5%,12%,-16%
Cn1ncc(Cl)c1C(=O)N1CCN(c2ncccn2)CC1,18%,0%,i,-28%,i,-1%,-15%,7%,1%
COc1ccc(CCNC(=O)c2cn3ccc(C)cc3n2)cc1OC,63%[activator],-8%,-53%[inhibitor],9%,i,-1%,-5%,7%,11%
O=C(CNC(=O)c1ccccc1)c1ccccc1,?,9%,-32%[inhibitor],4%,i,3%,?,1%,14%
CCN(CC)C(=O)Cn1c(C)c(/C=C/c2cc[n+](C)cc2)c2ccccc21,4%,-6%,4%,0%,i,-2%,?,4%,25%
COc1cc(C2CC(=O)c3cnc(N4CCN(CCO)CC4)nc3C2)cc(OC)c1OC (configuration not stated),-22%,-12%,i,-13%,.,.,-6%,-8%,9%
O=C(NC(c1ccc(Cl)cc1)c1cnccn1)C1CCN(Cc2ccccc2)CC1 (configuration not stated),-11%,17%,-6%,-16%,i,.,1%,-6%,17%
CC(=O)c1c(C)[nH]c(C(=O)OCC(=O)Nc2ccc3[nH]c(=O)[nH]c3c2)c1C,-7%,-1%,-9%,16%,i,-10%,-11%,0%,-10%
COc1ccc(S(=O)(=O)NCc2ccccc2Cl)cc1OC,8%,21%,i,-10%,.,-1%,-5%,1%,4%
CCOC(=O)/C(=C\c1ccc([N+](=O)[O-])cc1)C(=O)c1cc(C(C)=O)c(Nc2ccccc2)s1,3%,-2%,-19%[57.5 µM],6%,.,-1%,-7%,0%,3%
COc1ccc(-c2cc3c(=O)n(CC(=O)N4CCCC4)ncn3n2)cc1,10%,8%,i,1%,i,0%,-4%,-1%,15%
COc1ccc(O)c(C(=O)c2cnc3onc(C)c3c2)c1,8%,-13%,i,26%,i,-1%,0%,1%,5%
CCN(c1ccc(NC(=O)COC(=O)CCC(=O)c2ccc(F)cc2)cc1)C(C)C,1%,2%,i,16%,i,1%,-7%,2%,-2%
CCN(CC(=O)Nc1ccc(NC(C)=O)cc1)C(=O)C1CC(=O)N(Cc2ccc(C)cc2)C1 (configuration not stated),-9%,-4%,19%,10%,i,-1%,-2%,-5%,-20%
O=C(Nc1ccc(Cl)cc1)c1ccc2c(c1)OCO2,4%,7%,-28%[57.5 µM],29%,i,-26%,-13%,-5%,0%
# More entries follow.
SMILES,GLP1R inv ag,Abeta yeast res,PTHR1 ag,FUS suppressor,pAkt inh,MmCpn inh,HEK293 tox,aSyn rescue,TDP43 rescue
CCCCc1ccc(NC(=O)CSc2nc(=O)n3cc(C)ccc3n2)cc1,-30%,2%,-16%,21%,i,-6%,-16%,1%,11%
CN1CCN(c2nc(-c3cccnc3)nc3scc(-c4ccccc4)c23)CC1,?,-4%,i,12%,i,-1%,?,3%,0%
COc1ccc(NC(=O)CN(C)C(=O)C2CC(=O)N(c3ccc4c(c3)OCCO4)C2)cc1 (configuration not stated),10%,-7%,i,7%,i,-2%,15%,-4%,3%
COc1ccc(C2=NN(C(=O)CCC(=O)O)C(c3ccc(OC)cc3)C2)cc1 (configuration not stated),5%,12%,i,18%,i,0%,-2%,3%,.
CCc1ccccc1NC(=O)N1CC(C)Sc2ccccc21 (configuration not stated),11%,-4%,i,5%,.,.,?,.,29%
C=CCn1cc(Cl)c(=O)n(CC=C)c1=O,1%,4%,6%[57.5 µM],-16%,i,0%,4%,0%,-8%
COc1ccc(N2C(=O)c3ccccc3NC23CCCC3)cc1,-27%,-12%,-52%[inhibitor],25%,i,1%,-3%,0%,2%
CCCc1cc(NCCCN2CCOCC2)n2c(nc3ccccc32)c1C#N,0%,-10%,i,14%,i,-3%,40%[activator],-2%,-1%
CCOc1ccc(Nc2nnc(-n3nc(C)cc3C)c3ccccc23)cc1,10%,0%,-17%,-3%,.,.,-5%,.,4%
O=C1CCCN1CCCNc1nc2c(S(=O)(=O)c3ccc(Br)cc3)nnn2c2ccccc12,29%,9%,i,-10%,i,?,-6%,0%,6%
C=CCOc1ccc(/C=N/NC(=O)CN(c2cc(Cl)ccc2OC)S(=O)(=O)c2ccc(C)c([N+](=O)[O-])c2)cc1,1%,9%,i,.,i,2%,-9%,5%,3%
CCOc1ccc(NC(=O)CSc2nnc(N)s2)c([N+](=O)[O-])c1,18%,-15%,-6%,-1%,i,2%,2%,-2%,15%
COc1ncnc2c1ncn2CCCNCc1ccc2c(c1)OCO2,38%[activator],1%,-6%,-31%,i,.,7%,7%,?
Cc1cc(C)c(S(=O)(=O)NCCc2ccncc2)c(C)c1,-7%,-1%,-18%,-28%,i,-3%,1%,2%,-1%
CC(=O)Nc1cccc(-c2cn3cccnc3n2)c1,5%,-17%,i,-22%,.,.,6%,.,6%
CNc1cc(C)nc(-n2nc(C)cc2C)n1,?,24%,-21%[57.5 µM],-8%,i,-1%,?,-8%,21%
O=C(Nc1c(-c2ccc(Cl)cc2)[nH][nH]c1=O)c1ccccc1Cl,-1%,-13%,-1%,-10%,i,.,-11%,1%,8%
O=C(c1cc(COc2ccc(F)cc2Cl)on1)N1CCCC(OCc2cccnc2)C1 (configuration not stated),?,11%,-32%[inhibitor],13%,i,1%,-3%,-1%,7%

# The list is partial; the hit share may differ from the screen's.
